# GALK inh: galactokinase (human) inhibition. P51570. Purified GALK, Kinase-Glo residual ATP luminescence. Potency, µM (doses to about 57.5 µM), for the others: top-dose activity change, negative = inhibition, actives largely listed as inhibitors. 0.007% of 270,000 active. AID 1868; further: potency means the concentration at half of the fitted maximal effect; on the % scale 0 is the no-effect control and ±100 the full control effect
#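 Luminescence from leftover ATP (Ultra-Glo luciferase/luciferin) served as read-out after a 1 h room-temperature reaction of 5 nM GALK with 35 uM ATP and 100 uM galactose.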
# CXXC DNA block: MLL CXXC-DNA interaction inhibition | Q03164 | MLL-CXXC / FITC-HOXA9 DNA fluorescence polarization | Potency, µM (titrated, usually from 115 µM), without a hit: at the highest dose activity change, negative = inhibition, usual class: inhibitors | 0.037% of 290,000 active; active means well fitted inhibition curve with a large enough effect in the polarisation, with a control signal flat, not every such curve was filed as active; inconclusive means small, poorly fitted or top-dose-only effect, or effect the other way, or a change in a side signal; inactive means no such curve, though single readings can be large or run the other way; the % refers to the polarisation; further: potency means the concentration at half of the fitted maximal effect
#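 Purified MLL-CXXC (added from a 7 uM solution) was preincubated 5 min at ambient with pinned compounds in 50 mM Tris-HCl pH 7.5, 50 mM NaCl, 1 mM DTT, 0.05% BSA. Fluorescein-labeled HOX-A9 DNA (50 nM solution) followed, 30 min, then polarization read.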
# KCNH2 WT inh: inhibitors of human wildtype KCNH2 potassium channel; U2OS, BacMam KCNH2, thallium flux FluxOr; hits give low values; Q12809; activity change, % at 1.84 µM; 0.37% of 340,000 active; AID 720551;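 active means maximum activity change below -70%; inconclusive means maximum activity change between -70% and -50%; inactive means maximum activity change above -50%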; further: on the % scale 0 is the no-effect control and ±100 the full control effect
#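 U2OS cells were transduced with wild-type KCNH2 virus (2.03 x 10^8 / mL) for 4 h at room temperature, then cultured overnight at 37 C. Thallium flux was read with FluxOr dye. Rate constants were normalized to DMSO controls.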
# TSHR antagonist: antagonists of human thyroid stimulating hormone receptor; P16473; TSHR-expressing cells, TSH-stimulated cAMP HTRF, 2 h; hits give low values; activity change, negative = inhibition, % at 11.5 µM; 0.2% of 330,000 active; AID 504810;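 active means activity change below a set negative limit, meaning inhibition stronger than a set level, cut at about -70% in these data; inconclusive means activity change between two set negative limits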; further: on the % scale 0 is the no-effect control and ±100 the full control effect
#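 Antagonism was scored as loss of TSH-driven cAMP in TSHR cells, stimulated with 4nM TSH (EC80) for 2 hours at 37 deg C and detected by homogeneous HTRF competition immunoassay.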
# BCR signal inh: inhibitors of chronic active B-cell receptor signaling; ABC-DLBCL IkBa-CBG/CBR reporter, luminescence ratio, 4 h; Potency, µM (titrated, usually from 46.1 µM), without a hit: at the top dose ratio change, negative = lower green/red ratio, most hits filed as inhibitors; 0.05% of 340,000 active; AID 493014; active means well fitted inhibition curve with a large enough effect in the signal ratio, with a control signal flat, not every such curve was filed as active; inconclusive means small, poorly fitted or top-dose-only effect, or effect the other way, or a change in a side signal; the % refers to the signal ratio;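 further: potency means the concentration at half of the fitted maximal effect; plate controls were basal doxycycline-induced cells for no effect and cells given 10 µM MG132 for full effect; MG132 reads +100%, hits lower the ratio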
#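 TMD8 ABC-DLBCL cells carrying doxycycline-inducible green luciferase fused to IkappaBalpha plus unfused red luciferase were exposed to compounds (up to 46 uM) for 4 hrs at 37C. Activity came from the overlap-corrected green/red luminescence ratio.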
# Giardia kill: kills Giardia lamblia; AID 540267; activity change, % at 7.66 µM, hits read low; 0.15% of 340,000 active; Giardia lamblia trophozoite viability; in the data active means activity change below about -80%; inconclusive means between about -30% and that limit;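 further: parasites exposed to compound for two days anaerobically before the ATP read; on the % scale 0 is the no-effect control and ±100 the full control effect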
#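 Giardia lamblia trophozoites (100 cells/well) were incubated with compounds for 48 h at 37 deg C under anaerobic conditions. Viability was read as ATP content by one-step luminescence after 15-30 min at room temperature.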
# TCR activator: activators of T cell receptors. primary human leukocytes, anti-CD3, IL-2 HTRF, 48 h. Potency, µM (top dose mostly 9.22 µM), inactives show at the top dose activation of IL-2 secretion, actives largely listed as activators. 330,000 tested, under 10 active. AID 504894; further: % of control where 0% means no effect
#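 IL-2 produced over 48 hr by a-CD3 bead-stimulated primary human leukocytes exposed to compounds was detected with a homogeneous time-resolved FRET immunoassay, 665nm acceptor signal after 320nm excitation.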
# AT treatment: candidate therapy for ataxia-telangiectasia. […] A-T fibroblasts, KAP-1 phosphorylation AlphaLISA; neocarzinostatin DNA damage 30 min before lysis. Potency, µM (highest dose often 57.5 µM), for inactives: at the top dose activation, usual class: activators. 0.19% of 320,000 active; further: potency means the concentration at half of the fitted maximal effect; % of control where 0% means no effect; nearly all actives have a fitted effect of over 45% in size
#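 hTERT-immortalized A-T patient fibroblasts ([…]), 500 cells/well in OPTI-MEM, 1% FBS, got compounds for 60 min, then NCS for 30 min at 37C. Lysates were then assayed for phospho-KAP-1 by AlphaLISA (anti-pKAP1 donor, anti-KAP1 acceptor beads), 6 hr at 25C.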
# Coupling enz: inhibits coupling enzyme system, counter-screen for aldolase hits; coupling enzyme system counterscreen, AmpLite Red fluorescence; activity change, negative = inhibition, % at 58.2 µM, hits read low; 0.67% of 290,000 active; AID 2472; in the data active means activity change below about -30%; further: on the % scale 0 is the no-effect control and ±100 the full control effect
#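 Fluorescence at 525 nm excitation and 598 nm emission measured inhibition of the coupled detection system without aldolase. Compounds (at 57.5 uM final) were preincubated 10 min at room temperature with coupling enzyme reagent before a 20 min substrate/AmpLite Red step.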
# Tb PFK block: inhibitors of T. brucei phosphofructokinase | T. brucei PFK, ADP-Glo luminescence | Potency, µM (top dose mostly 57.5 µM), for the others: at the top dose activity, negative = inhibition, most hits filed as inhibitors | O15648 | 0.17% of 330,000 active | AID 485367;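 further: potency means the concentration at half of the fitted maximal effect; 0% = uninhibited 1x PFK enzyme wells and -100% = no-enzyme wells; nearly all actives have a fitted effect of over 60% in size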
#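 PFK 1.25 nM, F6P 0.5 mM, ATP 0.1 mM, 0.1 M TEA pH 8.0, 5 mM MgCl2, 0.01% Tween20, 0.1% BSA; 45 min RT. ADP-Glo readout. qHTS titration up to 57 uM; curves fitted, compounds curve-classed.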
# * marks the source's active call; other numbers are inactive results; ? = inconclusive; / = no result given; & = joins results of further samples; [ ] = another dose, or the depositor's remark. Unless noted, the call rests on the fitted dose curve; in most records, active means well fitted curve in the direction sought with a large enough effect; inconclusive means small, poorly fitted or top-dose-only effect, or another doubt; inactive means no such curve, though single readings can be large; an effect the other way counts as inactive or inconclusive.
1) CC(C)[C@H](NC(=O)NCc1ccco1)C(=O)O
2) COc1ccc(CNS(=O)(=O)c2ccc3c(c2)N(C)CCO3)cc1
3) CCC[C@@H](CN1CCC[C@H]1CN1C(N)=NC[C@H]1CC(C)C)N1C[C@@H]([C@H](C)CC)N(CCc2ccc(Cl)c(Cl)c2)C1=N
4) O=S(=O)(Nc1ccccc1N1CCCCC1)c1ccc(Cl)s1
5) O=c1[nH]cc(S(=O)(=O)N2CCN(c3cccc(Cl)c3)CC2)c(=O)[nH]1
6) CCC(=O)Nc1nc2ccccc2n1Cc1ccc(Cl)cc1
Assay by compound	1	2	3	4	5	6
GALK inh	0%	5%	/	3%	/	3%
CXXC DNA block	4%	2%	/	-5%	/	-1%
KCNH2 WT inh	0	-13	4	-4	-12	/
TSHR antagonist	-6	-2	2	-17	0	1
BCR signal inh	?	-4%	1%	24%	2%	?
Giardia kill	-3	3	-13	1	7	-28
TCR activator	-1%	2%	7%	5%	-5%	0%
AT treatment	-4%	0%	11%	/	-11%	4%[11.5 µM]
Coupling enz	1	/	/	-23	/	2
Tb PFK block	-9%	-4%	3%	-4%	0%	-3%

7) COc1ccc(/C=N/NC(=O)C2C3CCCCC32)cc1OC (stereo not given)
8) COc1cccc(-c2nnc(SC(C(=O)c3c[nH]c4ccccc34)c3ccccc3)n2C)c1 (stereo not given)
9) O=C(Nc1nc(-c2cccs2)cs1)c1ccc(S(=O)(=O)N2CCCCC2)cc1
10) Cc1cc(CSc2ccccc2)ccc1NC(=O)c1ccc(Br)cc1
11) Cc1cc(C(=O)OCC(=O)Nc2ccccc2C)c(C)o1
12) Cn1c(NCc2ccco2)nc2c1c(=O)n(Cc1ccc(Cl)c(Cl)c1)c(=O)n2C
Assay by compound	7	8	9	10	11	12
GALK inh	2%	0%	1%	1%	/	2%
CXXC DNA block	14%	-8%	7%	-13%	/	5%
KCNH2 WT inh	8	-8	15	1	-6	3
TSHR antagonist	3	-14	-43	-21	6	0
BCR signal inh	?	?	14%	-9%	?	0%
Giardia kill	2	4	5	14	-6	-14
TCR activator	-2%	-9%[46.1 µM]	-5%	-7%[46.1 µM]	-3%	-1%
AT treatment	-1%	0%	-3%	6%	6%	4%
Coupling enz	-5	4	1	2	/	-2
Tb PFK block	2%	-1%	-13%	6%	-3%	0%

13) COc1cc2ccc(=O)oc2cc1O
14) CCN(CC)c1ccc(S(=O)(=O)N2CCOCC2)cc1NC(=O)Nc1ccccc1
15) CCC1CCCCN1CCCNC(=O)Cn1c(=O)c2cccn2c2cccnc21 (stereo not given)
16) CCOc1ccc2c(=O)c(Oc3ccccc3OCC)coc2c1
17) CCN(CC)S(=O)(=O)c1ccc2c(c1)[nH]c(=S)n2CC
18) O=C(c1cc(Br)c(Br)s1)N1CCOCC1
Assay by compound	13	14	15	16	17	18
GALK inh	/	/	7%	-2%	8%	/
CXXC DNA block	/	/	24%	-3%	5%	/
KCNH2 WT inh	-3	3	7	-4	-13	-201*
TSHR antagonist	38	-20	20	-13	5	-1
BCR signal inh	7%	2%	4%	10%	?	-21%
Giardia kill	24	20	-21	23	-8	-1
TCR activator	-10%	-1%	-4%	-3%	2%	2%
AT treatment	10%	28%	-6%	4%	-6%	16%
Coupling enz	3&-1&-2	/	2	0	1	/
Tb PFK block	-4%	8%	0%	-7%	-6%	9%

# 2 records drawn at random from the list so far, as already listed:
12) Cn1c(NCc2ccco2)nc2c1c(=O)n(Cc1ccc(Cl)c(Cl)c1)c(=O)n2C
9) O=C(Nc1nc(-c2cccs2)cs1)c1ccc(S(=O)(=O)N2CCCCC2)cc1
Assay by compound	12	9
GALK inh	2%	1%
CXXC DNA block	5%	7%
KCNH2 WT inh	3	15
TSHR antagonist	0	-43
BCR signal inh	0%	14%
Giardia kill	-14	5
TCR activator	-1%	-5%
AT treatment	4%	-3%
Coupling enz	-2	1
Tb PFK block	0%	-13%

# Going on with the list:
19) CCCc1c(C(=O)N/N=C/c2cccc(OCc3ccc(F)cc3)c2)nnn1-c1nonc1N
20) C=CCN(CC(=O)NC1CC1)S(=O)(=O)c1cccc(C(F)(F)F)c1
21) C=CCN1C(=O)/C(=c2\sc3nc(=O)c(Cc4ccccc4)nn3c2=O)c2ccccc21
22) CCOc1ccccc1CNc1ccc(N2CCOCC2)c(C(=O)O)c1
23) COc1ccc(Cl)cc1NC(=O)CN(C)C(=O)C1CCN(C(=O)Nc2ccccc2)CC1
24) COc1ccc(NC(=O)C2CCN(C(=O)C3CC(=O)N(c4ccc(C)cc4)C3)CC2)c(OC)c1 (stereo not given)
Assay by compound	19	20	21	22	23	24
GALK inh	-4%	/	/	1%	/	-2%
CXXC DNA block	4%	/	-14%	0%	/	2%
KCNH2 WT inh	3	-2	-6	-8	-9	7
TSHR antagonist	-9	/	2	6	-3	36
BCR signal inh	-2%	0%	9%	2%	-8%	0%
Giardia kill	3	15	4	-2	9	0
TCR activator	6%	4%	-2%	-1%	-8%	-1%
AT treatment	1%	4%	4%	9%	5%	22%
Coupling enz	-1	/	4	7	/	-1
Tb PFK block	1%	-1%	-4%	0%	-11%	1%

25) O=C(O)COc1ccccc1/C=N/NC(=O)CSc1nc2ccccc2c(=O)n1-c1ccccc1
26) O=C(CNC(=O)c1cccc(Cl)c1)NCC(c1cccs1)N1CCOCC1 (stereo not given)
27) CCOc1ccc(-c2ncncc2-c2ccc(OC)cc2)c(O)c1
28) CCOc1cc(C2/C(=C(/O)c3ccc(OC)cc3)C(=O)C(=O)N2CC2CCCO2)ccc1O (stereo not given)
29) O=c1cc(-c2ccccc2)[nH]c2cc(F)ccc12
30) CCc1noc(C)c1C(=O)N(CCCOC)c1c(N)n(Cc2ccccc2)c(=O)[nH]c1=O
Assay by compound	25	26	27	28	29	30
GALK inh	/	/	4%	-1%	/	/
CXXC DNA block	5%	/	9%	10%	5%	/
KCNH2 WT inh	4	3	3	6	-3	-2
TSHR antagonist	-6	4	-3	-1	-6	11
BCR signal inh	-14%	-1%	-3%	?	?	2%
Giardia kill	4	-6	-11	19	-23	5
TCR activator	0%	-2%	-15%	8%	1%	3%
AT treatment	-2%	2%	-3%	0%	0%	-2%
Coupling enz	11	/	1	4	-1	/
Tb PFK block	1%	-2%	1%	-3%	0%	0%

31) CCn1ccnc1CNC(=O)CC1C(=O)NCCN1CCCc1ccccc1 (stereo not given)
32) Cc1cc2ncn(C(=O)N3CCCCCC3)c2cc1C
33) O=[N+]([O-])c1ccc(Nc2ccccc2O)c2nonc12
34) O=[N+]([O-])c1ccccc1S(=O)(=O)NC1CCCC1
35) COc1ccc(/C(O)=C2\C(=O)C(=O)N(CCN(C)C)C2c2cccc(OC)c2OC)cc1 (stereo not given)
36) CCOc1ccccc1CN1CCN(Cc2[nH]c3ccccc3c2C)CC1CCO (stereo not given)
Assay by compound	31	32	33	34	35	36
GALK inh	5%	-2%	-2%	-1%	/	-2%
CXXC DNA block	-7%	10%	9%	0%	15%	20%
KCNH2 WT inh	-2	14	1	-1	-1	-18
TSHR antagonist	8	-4	-28	-1	-1	9
BCR signal inh	5%	?	?	12%	1%	-4%
Giardia kill	-14	-18	?	2	8	7
TCR activator	3%	-2%[46.1 µM]	/	2%	-1%[46.1 µM]	4%
AT treatment	3%	/	-6%	-2%	2%	-4%
Coupling enz	/	-3	-4	-3	0	-1
Tb PFK block	3%	-9%	-27%	-4%	0%	4%

37) CCNC(=S)N/N=C/c1cccs1
38) Cn1cc(/C=C(\NC(=O)c2ccccc2Cl)C(=O)NCCN2CCOCC2)c2ccccc21
39) Cc1ccc(S(=O)(=O)NC(=O)Nn2c(C)nnc2C)cc1
40) CCN(CC)C(=O)Cn1cc(S(=O)(=O)CC(=O)Nc2ccc3c(c2)OCCO3)c2ccccc21
41) CCC1(C)CC(c2csc(N)n2)CCO1 (stereo not given)
42) CC(=O)Oc1ccc(S(=O)(=O)c2ccc(OC(C)=O)cc2)cc1
43) O=C(c1cc(=O)[nH]c2ccccc12)N1CCN(S(=O)(=O)c2ccc3ccccc3c2)CC1
44) CCOC(=O)C1(CC)Oc2ccccc2C(c2ccc(OC)cc2)=C1C(=O)OC (stereo not given)
Assay by compound	37	38	39	40	41	42	43	44
GALK inh	-3%	0%	0%	-1%	4%	3%	1%	/
CXXC DNA block	0%	3%	-3%	17%	5%	26%	7%	/
KCNH2 WT inh	5	24	5	-12	-1	-4	1	1
TSHR antagonist	5	-6	-6	-4	/	-5	-6	14
BCR signal inh	?	-14%	9%	?	/	-2%	-3%	-1%
Giardia kill	-8	-3	-11	-1	3	4	-9	6
TCR activator	0%	12%	-15%	7%	-12%	/	-2%	-3%[46.1 µM]
AT treatment	-2%	7%	20%	5%	/	-1%	-2%	8%
Coupling enz	-1	/	-1	1	2	3	5	-2
Tb PFK block	0%	-3%	1%	-7%	/	1%	1%	4%

# Screens from PubChem.
